# KCNQ1 block – inhibitors of human KCNQ1 channel, primary screen, cell-based, thallium flux, high-throughput. 310,000 tested, 1.3% active. Potassium voltage-gated channel subfamily KQT member 1 (Homo sapiens), P51787. AID 2642, 2010. CHO-K1 KCNQ1, FluxOR thallium flux fluorescence; hits give high values. B-score at 10 µM;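 active = compounds whose thallium flux B-score, printed positive for inhibition, exceeds three library SD while starting fluorescence stays within three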;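 note: channel opened by potassium depolarization with thallium stimulus after 20 min compound exposure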
# ANO1 activ – TMEM16A chloride channel activators or potentiators, primary screen, cell-based, HTS | Anoctamin-1 (Mus musculus), Q8BHY3 | HEK293 TMEM16A/YFP-H148Q/I152L, iodide quench fluorescence; hits give low values | 340,000 tested, 0.3% active | AID 623877, 2012 | B-score at 10 µM;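 active = fluorescence-ratio B-score plate-corrected deviation score at least 3 library SD below zero, with starting fluorescence score within 5 deviations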;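 note: channel opened by trigger with iodide after compound preincubation; score built on the fluorescence ratio of max minus min over baseline; more negative score means more quench and so TMEM16A activation or potentiation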
# SKKanGAS inh – S. pyogenes SKKanGAS growth inhibitors in kanamycin, primary screen, streptokinase expression inhibitor project, SKKanGAS strain, BacTiter-Glo luminescence; 300,000 tested, 1.3% active; 6 h; inhibition, % at 7.5 µM;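 active = mean replicate score, as percent of positive control median, at least 50; inconclusive = mean below 50 but one replicate at or above 50; inactive = mean and every replicate below 50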;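 note: strain carries kanamycin resistance gene driven by streptokinase promoter and grows in 40 µg/ml kanamycin; loss of luminescence reflects streptokinase promoter inhibition or plain growth inhibition; 0% = median of DMSO wells and 100% = positive control at its reference dose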
# KCNQ1 pot – potentiators or activators of KCNQ1 channel, primary screen, cell-based, thallium flux, high-throughput; Potassium voltage-gated channel subfamily KQT member 1 (Homo sapiens), P51787; CHO-K1 KCNQ1, thallium flux FluxOR fluorescence; hits give high values; B-score at 10 µM; 310,000 tested, 0.35% active; AID 2648, 2010;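 active = fluorescence ratio B-score, a plate-corrected score, at least three library SD, with initial intensity B-score within 5 SD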
#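 System: CHO-K1 cells stably expressing KCNQ1 / Medium: assay buffer for compound exposure, DMSO matched across wells / Reagent: thallium- and potassium-containing depolarizing buffer / Compound: one concentration, matched DMSO / Incubation: 20 min compound pretreatment at room temperature / Measured by: kinetic FluxOR fluorescence, 10 s baseline plus 110 s post-stimulus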
# HDAC3 inhib – HDAC3 deacetylase inhibitors, primary screen, biochemical, fluorescence, cell-free homogeneous; recombinant HDAC3, fluorogenic peptide/trypsin coupled; inhibition, % at 8.3 µM; 320,000 tested, 0.15% active; AID 2718, 2010; in the data active = inhibition above about 26%, passing the limit was not always enough; inconclusive = no clear call, values can overlap the other calls
# ANO1 block – TMEM16A chloride channel inhibitors, primary screen, cell-based, HTS | Anoctamin-1 (Mus musculus), Q8BHY3 | HEK293 TMEM16A/YFP iodide influx fluorescence, ionomycin | normalized B-score (activity score, 25-100; higher = stronger inhibition) at 10 µM | 310,000 tested, 1.2% active;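 active = ratio plate-corrected score three or more library SD toward inhibition, starting fluorescence score within five deviations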;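 note: score derived from kinetic fluorescence span divided by baseline fluorescence per well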
# KCNK3 block – human KCNK3 channel inhibitors, primary screen, CHO cells, FluxOR thallium flux, B-score; Potassium channel subfamily K member 3 (Homo sapiens), O14649; FluxOR fluorescence; hits give low values; B-score at 10 µM; 340,000 tested, 0.84% active; AID 602410, 2012;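 active = B-score under library mean minus 4 SD, starting fluorescence ratio at most library mean plus 5 SD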;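 note: more negative B-score means stronger inhibition of thallium flux through KCNK3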
# RGS4 pot – RGS4 potentiators or activators, primary screen, cell-based, HEK293 M3R inducible RGS4, calcium flux. carbachol calcium flux Fluo4; hits give low values. B-score at 10 µM. 310,000 tested, 0.92% active. AID 463111, 2010;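 active = B-score of the integrated calcium signal more than 4 SD below the library mean, with starting fluorescence not abnormally high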;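 note: negative B-score means reduced calcium response which marks RGS4 activation or potentiation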
#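 test system = HEK293 cells with stable M3R and inducible RGS4 | schedule = recording 10 s baseline at 1 Hz, 100 s post-agonist | technique = Fluo4-AM (2 µM) calcium-flux fluorescence, kinetic read | measure = Agonist-evoked peak-minus-minimum fluorescence over baseline, integrated ratio, B score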
# hERG protect – hERG rescue from dofetilide block, primary screen, cell-based, CHO-hERG, FluxOR thallium flux, dofetilide IC70; Voltage-gated inwardly rectifying potassium channel KCNH2 (Homo sapiens), Q12809; dofetilide IC70 present; activation (rescue from dofetilide block), less the hit threshold, % at 10 µM; 310,000 tested, 0.51% active;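 active = activation above the mean of controls blocked by dofetilide plus 5 SD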;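 note: thallium influx through hERG after potassium depolarization seen as dye fluorescence rise; in these data hits start at about 4.7%; inactives centre near -7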
# Target sequence (Q12809 whole entry, looked up): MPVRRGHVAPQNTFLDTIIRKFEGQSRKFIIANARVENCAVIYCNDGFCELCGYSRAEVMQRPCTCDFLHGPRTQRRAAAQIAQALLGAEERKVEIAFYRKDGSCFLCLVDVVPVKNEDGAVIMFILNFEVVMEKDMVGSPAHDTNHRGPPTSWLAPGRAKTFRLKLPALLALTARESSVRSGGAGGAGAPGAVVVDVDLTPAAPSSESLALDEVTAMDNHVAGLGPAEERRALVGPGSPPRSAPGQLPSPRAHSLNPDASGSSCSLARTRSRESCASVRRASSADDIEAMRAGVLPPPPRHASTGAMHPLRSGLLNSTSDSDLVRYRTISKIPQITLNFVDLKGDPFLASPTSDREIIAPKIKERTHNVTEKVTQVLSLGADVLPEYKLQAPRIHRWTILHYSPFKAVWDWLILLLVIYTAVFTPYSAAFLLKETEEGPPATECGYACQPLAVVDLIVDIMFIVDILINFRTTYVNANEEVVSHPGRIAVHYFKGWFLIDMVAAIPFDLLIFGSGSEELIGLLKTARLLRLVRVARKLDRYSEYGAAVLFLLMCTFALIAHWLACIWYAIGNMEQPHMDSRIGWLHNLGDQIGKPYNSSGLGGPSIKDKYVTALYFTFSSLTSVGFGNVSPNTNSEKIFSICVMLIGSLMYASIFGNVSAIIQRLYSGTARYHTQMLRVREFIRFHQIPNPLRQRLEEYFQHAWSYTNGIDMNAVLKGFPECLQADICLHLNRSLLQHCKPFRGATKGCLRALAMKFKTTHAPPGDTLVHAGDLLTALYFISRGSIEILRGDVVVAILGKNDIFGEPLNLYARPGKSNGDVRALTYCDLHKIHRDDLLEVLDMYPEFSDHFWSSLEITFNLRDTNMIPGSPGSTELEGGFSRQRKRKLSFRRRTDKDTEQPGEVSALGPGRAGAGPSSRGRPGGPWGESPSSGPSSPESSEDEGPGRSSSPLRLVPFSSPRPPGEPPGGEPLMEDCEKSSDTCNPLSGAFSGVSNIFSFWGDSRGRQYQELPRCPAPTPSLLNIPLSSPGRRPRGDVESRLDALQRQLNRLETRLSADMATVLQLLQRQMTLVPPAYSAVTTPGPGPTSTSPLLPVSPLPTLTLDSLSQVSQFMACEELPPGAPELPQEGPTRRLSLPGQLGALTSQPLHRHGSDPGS
# KCNK9 inh – KCNK9 potassium channel inhibitors, primary screen, HEK293 cells, thallium flux; Potassium channel subfamily K member 9 (Homo sapiens), Q9NPC2; FluxOR thallium flux fluorescence; hits give low values; B-score at 10 µM; 310,000 tested, 1.2% active;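 active = ratio B-score over 3 SD below the library mean, with starting fluorescence within 5 SD of its mean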;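 note: negative B-score means less thallium flux so channel inhibition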
# RGS4 inh – RGS4 inhibitors, primary screen, cell-based, HEK293 M3R inducible RGS4, calcium flux. Regulator of G-protein signaling 4 (Homo sapiens), P49798. Fluo-4 calcium flux; hits give high values; triggered by carbachol at its EC20. B-score at 10 µM. 310,000 tested, 0.45% active;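 active = B-score, a plate-corrected calcium signal, over three deviations above library mean, with baseline fluorescence within five deviations of library mean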;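 note: RGS4 expression induced by doxycycline in cells with stable M3 receptor; B-score is computed from the integrated fluorescence ratio over baseline after carbachol; higher B-score means a larger calcium signal and so more RGS4 inhibition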
# * hit, by the source's call; i = inactive; ? = inconclusive; . = no result given.
# The first two entries, ahead of the listing:
# Sequence of screens: KCNQ1 block	ANO1 activ	SKKanGAS inh	KCNQ1 pot	HDAC3 inhib	ANO1 block	KCNK3 block	RGS4 pot	hERG protect	KCNK9 inh	RGS4 inh
> Oc1ccc(-c2csc(Nc3ncccn3)n2)c(O)c1
    i	i	-16	i	-4	i	i	i	-13	i	i
> Cc1csc(NC(=O)Cn2cnnn2)n1
    i	i	-2	i	6	i	i	i	-7	i	i

# The whole of this part, from the first entry:
# Sequence of screens: KCNQ1 block	ANO1 activ	SKKanGAS inh	KCNQ1 pot	HDAC3 inhib	ANO1 block	KCNK3 block	RGS4 pot	hERG protect	KCNK9 inh	RGS4 inh
> Oc1ccc(-c2csc(Nc3ncccn3)n2)c(O)c1
    i	i	-16	i	-4	i	i	i	-13	i	i
> Cc1csc(NC(=O)Cn2cnnn2)n1
    i	i	-2	i	6	i	i	i	-7	i	i
> Cc1ccc(N2C(=O)C3C=NNC3C2=O)cc1 (stereo not drawn)
    i	i	21	i	-4	i	i	i	-8	i	i
> COC(=O)c1c(CCl)noc1C(=O)NC(C)C
    i	i	6	i	-3	i	i	i	-4	i	i
> COc1cc2ccccc2cc1C(=O)N1CCN(C(C)=O)CC1
    i	i	-1	i	-4	i	i	i	-6	i	i
> COc1ccc(C(=S)N2CCOCC2)cc1OS(=O)(=O)c1ccc(Br)cc1
    i	i	3	i	6	i	i	i	-6	i	i
> COc1ccc(CCNc2nncc(=O)[nH]2)cc1OC
    i	i	-5	i	4	i	i	i	-1	i	i
> COC(=O)c1ccc2c(=O)sc(N3CCC(C(N)=O)CC3)nc2c1
    i	i	2	i	-6	i	i	i	-5	i	i
> CC1=C(C(=O)Nc2ccccc2)C(c2ccc(O)cc2)N2C(=O)CSC2=N1 (stereo not drawn)
    i	i	1	i	0	i	i	i	-12	i	i
> COc1ccccc1N1C(=O)c2ccccc2NC1c1ccncc1 (stereo not drawn)
    i	i	-1	i	-5	i	i	i	-13	i	i
> O=C(NC1CCCCCC1)C1CCN(C(=O)c2cccc(Cl)c2)CC1
    i	i	7	i	4	i	i	i	-5	i	i
> Cc1cccc(Cc2nnc(CCC(=O)N(C)Cc3ccncc3C)o2)c1
    i	i	-8	i	-3	i	i	i	1	i	i
> Cc1ccc(NC(=S)Nc2ccc3cn[nH]c3c2)cc1
    i	i	-4	i	-6	i	i	i	-9	i	i
> COc1ccccc1N1CCN(c2ccc(N3C(=O)CCC3=O)cc2[N+](=O)[O-])CC1
    i	i	-4	i	-1	i	i	i	-12	i	i
> CCOC(=O)NC(=O)/C(C#N)=C\NNc1ncc(C(F)(F)F)cc1Cl
    i	i	-4	i	-5	i	i	i	3	i	i
> COc1cc(OC)c(NC(=S)Nc2cccc(C)c2)cc1Cl
    i	i	-11	i	5	i	i	i	-5	i	i
> C/C(=N\Nc1nc(C(C)(C)C)cs1)c1ccccc1
    i	i	18	i	2	i	i	i	-6	i	i
> CC(=O)Nc1ccc(S(=O)(=O)NCC2CCC(C(=O)NC(C)c3ccc4c(c3)OCCO4)CC2)cc1 (stereo not drawn)
    i	.	4	i	1	i	.	i	-8	i	i
> Cc1ccccc1C(=O)Nc1cccc(NC(=O)c2ccccc2[N+](=O)[O-])c1
    i	i	-12	i	-6	i	i	i	-1	i	i
> O=C1CSC(c2ccccc2[N+](=O)[O-])N1c1ccc(O)cc1 (stereo not drawn)
    i	i	1	i	5	i	i	i	-11	i	i
> CS(=O)(=O)Nc1cccc(-c2cn3c(n2)SCC3)c1
    i	i	-3	i	6	i	i	i	-5	i	i
> CCCCC(=O)Nc1nn(C)c2nc3c(C)cccc3cc12
    i	i	-1	i	5	i	i	i	2	i	i
> Cc1cc(N/N=C/c2ccccc2)nc(N2CCOCC2)n1
    i	i	-7	i	?	i	i	i	-9	i	i
> O=C(O)CC1(CC(=O)NCc2ccc(Cl)cc2)CCCCC1
    i	i	0	i	-3	i	i	i	-4	i	i
> O=C(CSc1nc2ncc(Cl)cc2[nH]1)Nc1cccc(F)c1
    i	i	-3	i	1	i	i	i	-6	i	i
> COc1cc(/C=C\C(=O)OCn2nnc3ccccc3c2=O)cc(OC)c1OC
    i	i	-1	i	2	i	i	i	-8	i	i
> Cn1nnnc1SCc1csc(C2C(C#N)=C(N)OC3=C2C(=O)CCC3)c1 (stereo not drawn)
    i	i	-1	i	3	i	i	i	-10	i	i
> CCC(=O)N/N=C(\C)CC(=O)Nc1ccc(Cl)cc1
    i	i	-6	i	-4	i	i	i	-5	i	i
> O=S(=O)(c1ccc(C2CCCCC2)cc1)N1CCOCC1
    i	i	3	i	0	i	i	i	-7	i	i
> O=C(Nc1nnc(-c2ccc3c(c2)CCCC3)o1)c1ccc(Cl)cc1Cl
    i	i	96*	52*	10	i	i	i	19*	i	i
> CC(=O)NC(C)c1nc2ccccc2n1Cc1ccccc1F (stereo not drawn)
    i	i	-1	i	3	i	i	i	-11	i	i
> CCN1C(=NCc2cccc(Cl)c2)N[C@@H](c2cccc(F)c2)C(C(=O)OC)=C1C
    i	i	2	i	2	i	i	i	-15	i	i
> COc1ccc(CCNC(=O)C(=O)NCc2ccccc2C)cc1OC
    i	i	-1	i	4	i	i	i	-3	i	i
> CC(C)N(Cc1ccccc1)C(=S)NC1CCCCC1
    i	i	-3	i	8	i	-8.9*	i	-10	i	i
> O=c1c2c3c(sc2ncn1/N=C/c1ccncc1)CCCC3
    i	i	-3	i	-3	i	i	i	-14	i	i
> Cc1ccc(/C=N\Nc2nc3ccc(Cl)cc3[nH]2)o1
    i	i	44	i	3	i	i	i	-2	i	i
> CC(C)NC(=O)c1ccc2c(c1)N(CC(=O)N1CCOCC1)C(=O)C(C)(C)O2
    i	i	-8	i	4	i	i	i	-12	i	i
> COC(=O)c1cccc(NC(=O)CSc2nnc(COc3ccccc3)n2C)c1
    i	i	-5	i	-3	i	i	i	-6	i	i
> CN(C)c1ccc(NC(=S)NC(=O)/C=C/c2ccco2)cc1
    i	i	-3	i	-5	i	i	i	-3	i	i
> Cc1nc(NC(=O)c2ccccc2)sc1-c1csc(Nc2ccc(Cl)cc2)n1
    i	.	26	i	9	i	.	i	-20	i	i
> O=C(CCCC(=O)N(CC(=O)NC1CCCCC1)CC1CCCO1)Nc1ccccn1 (stereo not drawn)
    i	i	-7	i	-15	i	i	i	-4	i	i
> O=C(N1CCN(c2ccccn2)CC1)N1c2ccccc2Sc2ccccc21
    i	i	7	i	-3	i	i	-7.4*	-9	-7.6*	i
> O=C1c2ccccc2C(O)(c2ccccc2)N1C1CC1 (stereo not drawn)
    i	i	-16	i	12	i	i	i	-9	i	i
> CC(=O)Nc1ccc(NC(=O)C(OC(=O)c2ccccc2)C(OC(=O)c2ccccc2)C(=O)O)cc1 (stereo not drawn)
    i	i	-2	i	-10	i	i	i	-5	i	i
> C=CCOc1ccc(/C=N/NC(=O)C(C)Sc2ccccn2)cc1OC (stereo not drawn)
    i	i	-13	i	-8	i	i	i	-21	i	i
> CCCn1c(O)c(N=Nc2ccc3ccccc3n2)c2ccccc21
    i	i	-4	i	.	i	i	i	-7	i	i
> CCN1C(=O)CC(NNC(=O)c2ccc(Cl)cc2)C1=O (stereo not drawn)
    i	i	-1	i	-4	i	i	i	-13	i	i
> CCSc1nnc(NC(=O)[C@H](C)N2C(=O)C3CC=CCC3C2=O)s1 (stereo partly drawn)
    i	i	.	i	-2	i	i	i	-18	i	i
> O=C(CN1CCc2cc3c(cc2C1)OCCCO3)Nc1ccccc1
    i	i	1	i	-5	i	i	i	-7	i	i
> O=C(CSc1nc2ncc(Cl)cc2[nH]1)NCCc1ccc(F)cc1
    i	i	7	i	6	i	i	i	-18	i	i
> Cn1cccc1/C=N/NC(=O)c1ccn[nH]1
    i	i	3	i	5	i	i	i	-8	i	i
> Cc1ccccc1CC1(CO)CCCN(C(=O)CCC(=O)c2ccccc2)C1 (stereo not drawn)
    i	i	0	i	-1	i	i	i	-10	i	i
> O=Cc1cn(CC(=O)NCC2CCCO2)c2ccccc12 (stereo not drawn)
    i	i	2	i	-1	i	i	i	-5	i	i
> Cc1cccc(NC(=O)c2cc(=O)c3ccccc3o2)n1
    i	i	9	i	-2	i	i	i	-13	i	i
> O=C(CCNC(=O)c1ccc(Cl)cc1)Nc1cccc(S(=O)(=O)N2CCCCCC2)c1
    i	i	-3	i	5	i	i	i	-16	i	i
> CCOC(=O)c1c(S(=O)(=O)N2CCN(C3CCCCC3)CC2)c(C)n(C)c1C
    i	i	-14	i	-5	i	i	i	-5	i	i

# One compound at a time, as listed above. Order of values: KCNQ1 block	ANO1 activ	SKKanGAS inh	KCNQ1 pot	HDAC3 inhib	ANO1 block	KCNK3 block	RGS4 pot	hERG protect	KCNK9 inh	RGS4 inh
# `O=Cc1cn(CC(=O)NCC2CCCO2)c2ccccc12` (stereo not drawn) is listed as i	i	2	i	-1	i	i	i	-5	i	i
# `COC(=O)c1cccc(NC(=O)CSc2nnc(COc3ccccc3)n2C)c1` is listed as i	i	-5	i	-3	i	i	i	-6	i	i
# `CCN1C(=O)CC(NNC(=O)c2ccc(Cl)cc2)C1=O` (stereo not drawn) is listed as i	i	-1	i	-4	i	i	i	-13	i	i

# This is a random part of the collection; about 6.3% have a hit in one of these screens.
